# N370S GC mod: qHTS Assay for Inhibitors and Activators of N370S glucocerebrosidase as a Potential Chaperone Treatment of Gaucher Disease; N370S GC spleen homogenate, 4MU-glucoside fluorescence; Potency, µM (series often up to 59.4 µM), for inactives: at the top dose activity change, negative = inhibition, most hits filed as inhibitors; 0.092% of 330,000 active;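 further: 0% = full enzyme activity and -100% = no enzyme basal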
# KAT2A inh: qHTS Assay for Inhibitors of GCN5L2; GCN5L2 HAT assay, ThioGlo1 CoA-SH fluorescence; Histone acetyltransferase KAT2A (Homo sapiens), Q92830; Potency, µM (highest dose often 58.9 µM), for inactives: at the highest dose activity change, negative = inhibition, usual class: inhibitors; AID 504327, 2011; 0.21% of 390,000 active
#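 GCN5L2 (20nM final) in 50mM HEPES, 0.1mM EDTA pH 7.5, 0.01% Tween-20 was preincubated 15 min at room temperature with compound, then given ThioGlo1 (50uM), H3(1-25) peptide (75uM) and acetyl-CoA (70uM); CoA-thiol fluorescence (Ex340/Em540) was read at 0 and 20 min.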
# FEN1 inhibitor: qHTS Assay for the Inhibitors of Human Flap endonuclease 1 (FEN1); P39748; 0.35% of 390,000 active; Potency, µM (series often up to 114 µM), inactives show at the top dose activity change, negative = inhibition, usual class: inhibitors; Recombinant FEN1 flap cleavage, fluorescence, 15 min; AID 588795, 2011; further: nearly all actives have a fitted effect of over 65% in size
# Target sequence (P39748 whole entry, looked up): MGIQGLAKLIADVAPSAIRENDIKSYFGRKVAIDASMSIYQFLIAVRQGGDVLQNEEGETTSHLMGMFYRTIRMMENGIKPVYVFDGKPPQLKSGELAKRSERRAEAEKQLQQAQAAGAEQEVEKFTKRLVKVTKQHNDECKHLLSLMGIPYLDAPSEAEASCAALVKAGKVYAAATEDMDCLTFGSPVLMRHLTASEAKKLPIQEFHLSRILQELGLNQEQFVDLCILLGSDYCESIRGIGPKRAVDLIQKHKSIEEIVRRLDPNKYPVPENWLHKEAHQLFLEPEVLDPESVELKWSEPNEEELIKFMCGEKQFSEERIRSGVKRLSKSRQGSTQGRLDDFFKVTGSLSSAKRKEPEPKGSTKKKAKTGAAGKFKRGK
#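 Quantitative HTS format: each compound was titrated, incubated with 10 nM nuclease for 15 min at room temperature, then challenged with flap substrate at 50 nM final. Signal change over 15 min gave concentration–effect curves.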
# * hit, by the source's call; ? = inconclusive; / = no result given; & = joins results of further samples; [ ] = dose if it differs, or a comment. The call rests on the fitted dose curve; in most records, active means well fitted curve in the direction sought with a large enough effect; inconclusive means small, poorly fitted or top-dose-only effect, or another doubt; inactive means no such curve, though single readings can be large; an effect the other way counts as inactive or inconclusive. Unless noted, on the % scale 0 is the no-effect control and ±100 the full control effect; potency means the concentration at half of the fitted maximal effect.
# Preview, two compounds:
N370S GC mod	KAT2A inh	molecule	FEN1 inhibitor
-4%	-3%	CCOC(=O)C1(CC2CCCCO2)CCN(C2CCSCC2)CC1 (stereo unspecified)	7%
?	1%	N#C/C(=C/c1ccc(N2CCOCC2)o1)C(=O)N1CCOCC1	-3%

# This part in full, from the start:
N370S GC mod	KAT2A inh	molecule	FEN1 inhibitor
-4%	-3%	CCOC(=O)C1(CC2CCCCO2)CCN(C2CCSCC2)CC1 (stereo unspecified)	7%
?	1%	N#C/C(=C/c1ccc(N2CCOCC2)o1)C(=O)N1CCOCC1	-3%
28%	0%	CCOC(=O)c1cccc(NC(=O)CSc2nnc(COc3ccccc3C)o2)c1	12%
5%	1%	Cn1c(=O)oc2cc(S(=O)(=O)N3CCN(c4ccccn4)CC3)ccc21	-9%
-7%	-4%	COc1ccc(CN(C)CC(=O)Nc2ccc(Cl)cc2C(F)(F)F)c(OC)c1	-6%
22%	-5%	CC(=O)Nc1ccc(S(=O)(=O)Oc2cccc(N3C(=O)C4CC=CCC4C3=O)c2)cc1 (stereo unspecified)	-16%
/	0%	O=C(Nc1ccccc1)c1nc[nH]c1C(=O)NCCCCCCNC(=O)c1[nH]cnc1C(=O)Nc1ccccc1	3%
5%	-7%	Cc1nnc2n(Cc3ccccc3)c(=O)c3c4c(sc3n12)CCCC4	/
4%	1%	Cc1cc2nccc(-c3ccco3)n2n1	-4%
3%	1%	COc1ccc(-n2c(-c3ccc(Cl)cc3Cl)n[nH]c2=S)c(OC)c1	-12%
-18%	2%	CCOCc1cc(=O)[nH]c(SC)n1	15%
25%	-14%	Cc1cc(C(=O)CCl)c(C)n1CCc1ccc(Cl)cc1	-2%
21%	0%	COc1ccc(OC)c(NC(=O)C2COc3ccccc3O2)c1 (stereo unspecified)	-14%
-4%	-26%	Cc1c(NC(=O)C(C)OC(=O)c2cc3c4ccccc4n(C)c3s2)c(=O)n(-c2ccccc2)n1C (stereo unspecified)	6%
-17%	2%	CCC(C)[C@H](N)c1cn([C@@H](Cc2cc3ccccc3[nH]2)C(=O)N2CCNCC2)nn1 (stereo partly specified)	-5%
4%	-1%	Cc1ccc(-c2nnc(Cc3ccc([N+](=O)[O-])cc3)o2)cc1	-13%
2%	-11%	Cc1cc(C)c(S(=O)(=O)N(C)CC(=O)NC2CCCC2)c(C)c1	-2%
/	-6%	O=C1C=C(c2cccc(Cl)c2)C[C@@H](c2ccc(Cl)cc2)C1	-25%
-6%	-32%&-18%	Cc1ccc2oc(C(=O)Nc3ccc(S(=O)(=O)Nc4onc(C)c4C)cc3)cc(=O)c2c1	-17%&-27%
/	7%	COc1cccc(N2CC(NC(=O)c3ccco3)CC2=O)c1 (stereo unspecified)	19%
?	-6%	Cc1cccn2c(=O)c(/C=C(\C#N)S(=O)(=O)c3ccccc3)c(N3CCCCC3)nc12	7%
-5%	-5%	CC1CCN(c2nc3c(c(=O)[nH]c(=O)n3C)n2CC(C)CSc2nnnn2-c2ccccc2)CC1 (stereo unspecified)	2%
-19%[12.8 µM]	11%	COC/C=C/C1=CC2=CC(=O)C(C)(OC(=O)c3cnc4ccccc4n3)C(=O)C2=CN1Cc1ccccc1 (stereo unspecified)	9%
3%	19%	Cn1c(SCC(=O)NCCc2ccccc2)nnc1-c1ccco1	-2%
8%	4%	COc1cc(Cn2c(C(=O)O)cc3sccc32)cc(OC)c1OC	14%
-12%	-6%	CCCCC[C@H](O)/C=C/[C@@H]1[C@@H](C/C=C\CCCC(=O)OC)[C@@H](O)C[C@H]1O	?
-8%	-11%	O=C(NCc1ccccc1F)c1ccc(S(=O)(=O)NCc2ccco2)cc1	-2%
-6%	1%	CC12CCC(=O)N1C(C(=O)Nc1cccc(F)c1)CS2 (stereo unspecified)	24%
/	-5%	COC(=O)[C@H](Cc1ccccc1)N(Cc1ccccc1)S(=O)(=O)N(Cc1ccccc1)[C@@H](Cc1ccccc1)C(=O)OC	6%
9%	-11%	O=c1[nH]c(CN2CCN(c3ccc(F)cc3)CC2)nc2ccccc12	-11%
-14%	-10%	Cc1nc2nc3c(c(=O)n2[nH]1)CCCC3	-3%
/	3%	Cc1ccc(C)c(OCCOCCn2c(-c3ccc(Br)cc3)nc3ccccc3c2=O)c1C	-8%
-3%	-2%	COc1ccc(N(CC(=O)N2CCCCC2)S(=O)(=O)c2c(C)nn(C)c2C)cc1	-2%
0%	3%	N#Cc1ccc(COC(=O)c2cnc3ccccc3n2)cc1	3%
-20%	1%	FC(F)(F)c1cccc(-c2cc(C3CCNCC3)[nH]n2)c1	-7%
6%	-3%	CC(C)C1CC(c2csc(N)n2)CCO1 (stereo unspecified)	-2%
-11%	-1%	CC1CCC2(CC1)NC(CO)(CO)CO2 (stereo unspecified)	-8%
10%	-5%	C=C(C)C1Cc2c(C)nn(-c3cccc4ccccc34)c2C1 (stereo unspecified)	-7%
-6%	-25%	O=C(Nc1ccccc1Cl)C1CCN(S(=O)(=O)c2cccc3nonc23)CC1	-5%
-15%	3%	O=C(Nc1cc(NC(=O)c2ccccc2F)ccc1Cl)c1ccccc1	-1%
21%	-4%	Cc1ccc(N(Cc2cc3ccc(C)cc3[nH]c2=O)C(=O)c2ccco2)c(C)c1	-15%
4%	1%	O=C(CSc1nnc2ccccn12)N1CCOCC1	3%
-1%	0%	Cc1ccc(CNS(=O)(=O)c2c(C(=O)N3CCCCC3)c(C)n(C)c2C)o1	20%
4%	-10%	CCOc1ccccc1CNCc1ccc(C(=O)O)cc1	0%
0%	-7%	CC(C)(C)NC(=O)c1cc(NC(=O)c2ccco2)cc(NC(=O)c2ccco2)c1	-2%
-1%	?	COc1ccc(Cc2nnc(NC(=O)c3ccccc3F)s2)cc1OC	-7%
/	-3%	COCCN(C(=O)C1CCC1)c1c(N)n(CC(C)C)c(=O)[nH]c1=O	0%
-6%	2%	CCn1ncc([N+](=O)[O-])c1C(=O)Nc1cc(C)on1	0%
-6%	-2%	COc1ccc(CCNC(=O)CCc2nnc(Cc3ccc4c(c3)OCO4)o2)cc1	0%
4%	3%	Cc1noc(C)c1C(=O)N(C)CC(=O)Nc1ccc(F)c(F)c1F	-1%
?	-26%	COc1ccccc1NS(=O)(=O)c1cc(C(=O)NCC(c2cccs2)N2CCOCC2)ccc1C (stereo unspecified)	0%
-1%	0%	CCN1C(=O)C(CC(=O)Nc2ccc(OC)cc2)N(Cc2ccc(OC)c(OC)c2)C1=S (stereo unspecified)	1%
/	-8%	N#Cc1cc2c(=O)n3ccccc3nc2n(-c2nnc(SCc3ccccc3Cl)s2)c1=O	-4%
-1%	-1%	COc1cccc(C(=O)NCCN2CCN(c3ccccc3)CC2)c1	-1%
2%	-1%	O=C(CCn1nnc2ccccc21)OCC(=O)c1ccc(F)cc1	4%
/	-7%	COc1ccc(/C=C/c2c(-c3ccc(OC)cc3)sc3cc(OC)c(OC)cc23)cc1	14%

# Remaining list, next part:
N370S GC mod	KAT2A inh	molecule	FEN1 inhibitor
-9%	?	O=c1[nH][nH]c(-c2ccccc2)c1C=Nc1cccc(Cl)c1	-1%
-9%	-19%	CCOC(=O)CC(NS(=O)(=O)c1ccc2[nH]cc(C(=O)O)c(=O)c2c1)c1ccc(OCC)c(OC)c1 (stereo unspecified)	-17%
11%	-9%	CCCCCC(=O)Nc1nc(C)c(-c2csc(Nc3cc(Cl)ccc3C)n2)s1	-14%
-1%	-11%	NC(=O)CN1C(=O)C(=O)N(Cc2ccc(Cl)cc2)C1=O	-16%
14%	-1%	Fc1ccc(-n2cc(CNCCc3cccnc3)c(-c3ccccc3Cl)n2)cc1	-10%
/	-2%	Cc1onc(-c2c(F)cccc2Cl)c1C(=O)Nc1ccc(S(=O)(=O)N2CCOCC2)cc1	-14%
-14%	2%	COC(=O)c1cn(C(=O)c2ccc(OC)cc2)c2ccccc12	-2%
12%	0%	COC(=O)c1sccc1NC(=O)c1ccc(C)o1	7%

# Arranged by count of non-hydrogen atoms (largest number first): some entries from above
N370S GC mod	KAT2A inh	molecule	FEN1 inhibitor
-1%	0%	Cc1ccc(CNS(=O)(=O)c2c(C(=O)N3CCCCC3)c(C)n(C)c2C)o1	20%
0%	3%	N#Cc1ccc(COC(=O)c2cnc3ccccc3n2)cc1	3%
-20%	1%	FC(F)(F)c1cccc(-c2cc(C3CCNCC3)[nH]n2)c1	-7%

# Molecules above containing a thiophene ring, fused or not (6):
N370S GC mod	KAT2A inh	molecule	FEN1 inhibitor
5%	-7%	Cc1nnc2n(Cc3ccccc3)c(=O)c3c4c(sc3n12)CCCC4	/
-4%	-26%	Cc1c(NC(=O)C(C)OC(=O)c2cc3c4ccccc4n(C)c3s2)c(=O)n(-c2ccccc2)n1C (stereo unspecified)	6%
8%	4%	COc1cc(Cn2c(C(=O)O)cc3sccc32)cc(OC)c1OC	14%
?	-26%	COc1ccccc1NS(=O)(=O)c1cc(C(=O)NCC(c2cccs2)N2CCOCC2)ccc1C (stereo unspecified)	0%
/	-7%	COc1ccc(/C=C/c2c(-c3ccc(OC)cc3)sc3cc(OC)c(OC)cc23)cc1	14%
12%	0%	COC(=O)c1sccc1NC(=O)c1ccc(C)o1	7%

# Later entries.
N370S GC mod	KAT2A inh	molecule	FEN1 inhibitor
2%	-8%	CCOC(=O)C1=C(C)NC(=O)NC1c1ccc(NC(C)=O)cc1 (stereo unspecified)	-1%
-2%	2%	O=C(O)C1=C[C@@H](c2coc3ccccc3c2=O)C[C@@H](OCCCCO)O1	-9%
-15%	-12%	COc1cccc(OC)c1OCCN1CCN(C(c2ccccc2)c2ccccc2)CC1	0%
5%	-1%	O=C(NNc1ccc(Cl)nn1)c1ccc(Cl)cc1	0%
13%	-9%	Clc1ccccc1CSc1nnc(-c2cccnc2)n1Cc1ccco1	-2%
5%	-3%	O=C(CCSc1nnc2scc(-c3ccccc3)n12)Nc1nc(-c2ccccc2)ns1	1%
-12%	-15%	CCn1cc(CN2CCC(n3nccc3NC(=O)C3CCCC3)CC2)c(C)n1	3%
/	-15%	COc1cccc(/C=C/C(=O)OCC(=O)Nc2cccc(S(=O)(=O)NC3=NCCCCC3)c2)c1	2%
2%	-7%	COc1ccc(-c2nc(CSCC(=O)N3CCN(C)CC3)c(C)o2)cc1OC	-12%
8%	-9%	Nc1c(C(=O)NCCC2=CCCCC2)sc2ccc(S(=O)(=O)N3CCCCC3)cc12	-1%
-2%	0%	CC(=O)OCC(=O)[C@@]1(O)CCC2C3CCC4=CC(=O)CCC4(C)C3C(=O)CC21C (stereo partly specified)	0%
-1%	8%	O=C1CCCC(O)=C1C1C2=C(CCCC2=O)OC2=C1C(=O)CCC2	9%
/	-11%	Cc1ccc(NC(=O)CN2C(=O)COc3ccc(S(=O)(=O)NC4CCCC4)cc32)c(Cl)c1	-7%
12%	2%	Cc1cnc(CNc2ncncc2-c2ccccc2C(F)(F)F)cn1	/
13%	-21%	O=C(Nc1ccc(Cl)cc1)Nc1cccc(C(=O)O)c1	3%
/	-3%	CCCNC(=O)C(Cc1ccc(OC)cc1)NC(=O)c1ccc(C#N)cc1 (stereo unspecified)	14%
-8%	1%	COc1cc(/C=C/C(=O)OCC(=O)Nc2oc(C)c3c(C)n[nH]c(=O)c23)ccc1OC(F)F	-2%
-7%	-4%	S=c1[nH]nc(CNc2cccc(Cl)c2)o1	-2%
-5%	-1%	CC(C)(CN1CCCC1)NS(=O)(=O)c1ccc(Cl)cc1	4%
-17%	0%	CCCn1c(C)cc(-c2csc(N)n2)c1C	?
-5%	-7%	COc1ccc(C2CC(c3ccc(Br)cc3)=NN2C(=O)CSC2=NN3CCCC(=O)N=C3S2)cc1 (stereo unspecified)	-8%
/	-6%	Cc1ccc(NC(=O)[C@H](CSCc2ccccc2)N2Cc3ccccc3C2=O)cc1	13%
-11%	-3%	CC(=O)c1c(C)[nH]c(C(=O)N(CCc2ccccc2)Cc2ccccc2)c1C	-13%
-2%	-1%	CC(C)C(=O)NC(C)C(c1cccs1)N1CCN(C)CC1 (stereo unspecified)	-7%
7%	-5%	CCC(=O)Nc1nnc(Sc2ccc(N(C)C)cc2)s1	-1%
?	-12%	CCOc1cc(CNc2ccc3c(c2)CCC3)ccc1O	0%
-10%	-1%	CCCN1CN(Cc2ccccc2)CC2=C1CC(C)(C)CC2=O	-2%
-5%	0%	O=S(=O)(c1ccccc1C(F)(F)F)N1CCC(n2cnc3ccccc32)CC1	1%
?	-4%	N#CC(C(=O)C1CCCCC1)c1nc2ccccc2[nH]1 (stereo unspecified)	-5%
/	?	CCCCNc1c(-c2ccc(OC)c(Sc3ccc(OC)cc3)c2)nc2cnccn12	-33%
-4%	-10%	COc1ccc(-n2nc3c(c2NC(=O)C2CCCC2)CS(=O)(=O)C3)cc1	-3%
2%	38%	O=C(/C=C/c1ccccc1Cl)NC(=S)Nc1ccccc1C(=O)NC1CCCCC1	3%
-16%	1%	O=C(C#Cc1cccc([N+](=O)[O-])c1)c1ccccc1	/
3%	0%	O=C(NC1CC1)C1=C[C@H](c2csc3ccccc23)C[C@H](OCCCCO)O1	-14%

# Not all compounds are listed, so the mix of outcomes need not match the whole.
